Compound activity from PubChem.
AmpC inh no detg – blocks E. coli AmpC beta-lactamase in detergent-free assay. 0.52% of 330,000 active. P00811. AmpC nitrocefin hydrolysis, absorbance 480 nm, 0.0001% Triton. Potency, µM (doses to about 57.1 µM), inactives show at the top dose activity change, negative = inhibition, usual class: inhibitors;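 also: potency is read from the fitted curve at half-maximal effect; plate controls were no compound for no effect and no enzyme for full effect; nearly all actives have a fitted effect of over 20% in size; some results filed as inactive show a strong effect at the top dose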
Target sequence (P00811 whole entry, looked up): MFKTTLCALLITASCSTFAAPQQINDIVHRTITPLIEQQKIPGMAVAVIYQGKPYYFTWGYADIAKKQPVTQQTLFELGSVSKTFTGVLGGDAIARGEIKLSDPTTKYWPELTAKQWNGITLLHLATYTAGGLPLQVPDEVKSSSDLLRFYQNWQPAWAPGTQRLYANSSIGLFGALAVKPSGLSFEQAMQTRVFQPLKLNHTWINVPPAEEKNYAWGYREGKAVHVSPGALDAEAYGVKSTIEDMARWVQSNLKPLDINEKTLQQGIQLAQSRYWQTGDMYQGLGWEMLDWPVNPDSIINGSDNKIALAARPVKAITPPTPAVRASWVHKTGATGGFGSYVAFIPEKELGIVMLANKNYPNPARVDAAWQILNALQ
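20 mM phosphate pH 7.0 + 0.01% (detergent screen) or 0.0001% Triton X-100; 5.3 nM AmpC reagent; cpd preinc 15 min RT; nitrocefin (800 uM stock) to start; A480 q20 s × 4 min; Activity was normalised to no-enzyme and no-compound control wells.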
Shiga toxin inh – blocks Shiga toxin action in Vero cells. inhibition, % at 38.7 µM. 9.2% of 290,000 active. Vero cells, Shiga toxin protein synthesis inhibition reporter; in the data active = inhibition mostly above about 28%, no sharp cut-off; inactive = mostly below about 43%; also: 0% is about no effect
Pf growth 96h – P. falciparum growth inhibition at 96 hours. P. falciparum luciferase reporter growth, 96 h. 6.9% of 320,000 active. AID 504834. Potency, µM (doses to about 28.7 µM), inactives show at the highest dose activity change, negative = inhibition, most hits filed as inhibitors; also: potency is read from the fitted curve at half-maximal effect; % is scaled to controls: 0 for no effect and ±100 for the full control effect
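Two-generation exposure (96 h) targets delayed-death phenotype. Reporter parasites carrying integrated firefly luciferase, in red cells at 2% hematocrit and 0.05% parasitemia final, kept at 37 C, 5% CO2; luminescence loss indicates inhibition.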
LmPK inh – LmPK (Leishmania mexicana) enzyme inhibition | AID 1721 | purified LmPK, Kinase-Glo ATP luminescence, 1 h | 0.37% of 290,000 active | Potency, µM (highest dose often 57.5 µM), inactives show top-dose activity change, negative = inhibition, most hits filed as inhibitors; also: potency is read from the fitted curve at half-maximal effect; % is scaled to controls: 0 for no effect and ±100 for the full control effect
Target sequence (Q27686 whole entry, looked up): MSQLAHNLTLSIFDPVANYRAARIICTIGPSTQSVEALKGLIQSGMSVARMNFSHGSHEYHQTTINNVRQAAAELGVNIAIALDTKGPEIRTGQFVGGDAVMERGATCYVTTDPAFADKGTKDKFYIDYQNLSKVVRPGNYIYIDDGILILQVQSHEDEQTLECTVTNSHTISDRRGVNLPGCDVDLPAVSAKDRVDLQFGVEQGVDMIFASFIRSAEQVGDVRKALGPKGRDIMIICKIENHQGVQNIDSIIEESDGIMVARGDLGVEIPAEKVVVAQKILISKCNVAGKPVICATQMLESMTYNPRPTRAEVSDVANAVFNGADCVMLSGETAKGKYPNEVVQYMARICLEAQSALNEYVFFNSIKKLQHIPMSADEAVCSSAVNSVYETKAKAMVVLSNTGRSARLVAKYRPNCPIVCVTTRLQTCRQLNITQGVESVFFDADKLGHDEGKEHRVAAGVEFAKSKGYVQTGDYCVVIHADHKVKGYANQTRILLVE
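ATP generated from ADP (0.1 mM) and PEP (0.5 mM) by 0.1 nM LmPK over 1 h at room temperature (pH 7.2 imidazole buffer) was detected by coupled luciferase luminescence. Values were normalized to uninhibited and no-enzyme wells.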
Tb PYK inh – T. brucei pyruvate kinase inhibition; TbPYK enzyme, Kinase-Glo Plus ATP luminescence, 45 min; Potency, µM (series often up to 76.8 µM), for the others: at the highest dose activity, negative = inhibition, hits mostly inhibitors; 0.12% of 410,000 active; AID 624173; also: potency is read from the fitted curve at half-maximal effect; % is scaled to controls: 0 for no effect and ±100 for the full control effect; nearly all actives have a fitted effect of over 50% in size
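Luminescent Kinase-Glo Plus end-point after 45 min room-temperature reaction of T. brucei pyruvate kinase started with 130 uM ADP (final). Buffer TEA 50 mM pH 7.2 with KCl, MgCl2, BSA, Tween-20; titration-based qHTS with fitted concentration-effect curves.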
Cycloheximide cs – counter-screen for Shiga toxin inhibitors: cycloheximide protein synthesis inhibition; cell reporter, cycloheximide protein synthesis inhibition counterscreen; max response, %; 12% of 300,000 active; AID 2314; in the data active = max response mostly above about 13%, no sharp cut-off; inactive = mostly below about 14%; also: read at 38.3 µM for the half of the compounds with a filed dose; 0% is about no effect
Pf growth 48h – inhibits P. falciparum growth in the first generation, 48 h | P. falciparum luciferase growth in erythrocytes, 48 h | Potency, µM (series often up to 28.7 µM), without a hit: top-dose activity change, negative = inhibition, actives largely listed as inhibitors | 5.9% of 310,000 active; also: potency is read from the fitted curve at half-maximal effect; % is scaled to controls: 0 for no effect and ±100 for the full control effect
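A one-generation exposure of luciferase-tagged malaria parasites in RPMI 1640/Albumax erythrocyte culture, 37 C and 5% CO2. Inhibition is inferred from decreased luminescence after adding detection reagent.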
* = called active by the depositor; ? = inconclusive; . = not tested or not shown; [ ] = another dose, or the depositor's remark. Unless noted, calls follow the shape of the dose curve; as a rule, active = well fitted curve in the direction sought with a large enough effect; inconclusive = small, poorly fitted or top-dose-only effect, or another doubt; inactive = no such curve, though single readings can be large; an effect the other way counts as inactive or inconclusive.

The first 5 records, to show the layout:
SMILES | AmpC inh no detg | Shiga toxin inh | Pf growth 96h | LmPK inh | Tb PYK inh | Cycloheximide cs | Pf growth 48h
COc1ccccc1N1CCN(C(=O)c2ccccc2Oc2ccccc2)CC1 | 126%[activator] | -39 | ? | -2% | -5% | 10 | 13µM*
CCOc1ccccc1C(=O)NCC(=O)Nc1ccc2c(c1)OCO2 | -13% | . | ? | . | 1% | . | -28%
O=C(CNC(=O)c1cccc([N+](=O)[O-])c1)NC1CCCc2ccccc21 (stereo not drawn) | -16% | . | ? | . | 4% | . | -7%
Cc1cc(C)n(-c2nc(C)nc3sc4c(c23)CCC(C)C4)n1 (stereo not drawn) | -15% | 13 | 135%[activator] | 3% | 1% | -1 | -22%
O=C(O)c1cccc(N2C(=O)CCC2=O)c1 | -17% | 5 | 49%[activator] | -4% | . | -3 | 25%

Main list, repeating the preview:
SMILES | AmpC inh no detg | Shiga toxin inh | Pf growth 96h | LmPK inh | Tb PYK inh | Cycloheximide cs | Pf growth 48h
COc1ccccc1N1CCN(C(=O)c2ccccc2Oc2ccccc2)CC1 | 126%[activator] | -39 | ? | -2% | -5% | 10 | 13µM*
CCOc1ccccc1C(=O)NCC(=O)Nc1ccc2c(c1)OCO2 | -13% | . | ? | . | 1% | . | -28%
O=C(CNC(=O)c1cccc([N+](=O)[O-])c1)NC1CCCc2ccccc21 (stereo not drawn) | -16% | . | ? | . | 4% | . | -7%
Cc1cc(C)n(-c2nc(C)nc3sc4c(c23)CCC(C)C4)n1 (stereo not drawn) | -15% | 13 | 135%[activator] | 3% | 1% | -1 | -22%
O=C(O)c1cccc(N2C(=O)CCC2=O)c1 | -17% | 5 | 49%[activator] | -4% | . | -3 | 25%
Cc1cccc(C(=O)Nc2nnc(S(=O)(=O)N3CCCCCC3)s2)c1 | -46% | 14 | ? | 1% | -7% | -2 | 67%[activator]
C[N+]1([O-])[C@@H]2CC(OC(=O)[C@H](CO)c3ccccc3)C[C@H]1[C@@H]1O[C@@H]12 (stereo partly drawn) | -11% | . | 13% | . | 1% | . | 1%
COC(=O)c1ccc(CNC(=O)CSc2nc3ccccc3[nH]2)cc1 | -27% | -13 | 56%[activator] | 0% | 3% | -5 | 45%[activator]
CCC(=O)Oc1ccc(C(=O)Nc2c[nH]c(=O)[nH]c2=O)cc1 | -19% | 13 | 28% | 2% | -9% | -2 | 17%
O=C(COC(=O)c1cc(NS(=O)(=O)c2cccs2)ccc1O)Nc1cc(Cl)ccc1Cl | ? | 16 | 42%[activator] | -1% | -25% | 0 | 15%[5.75 µM]
Cc1ccc(O)c(C(CC(=O)NCc2cccnc2)c2ccccc2)c1 (stereo not drawn) | -14% | -11 | 36%[activator] | -2% | -2% | 4 | -8%
Cc1cc(C)nc(CC(N)=O)n1 | -7% | -7 | 12% | 0% | 1% | -1 | 5%
C#CCSc1nc2ccccc2n1C(=O)c1ccc(S(=O)(=O)N2CCCCC2)cc1 | -12% | -22 | ? | -1% | -4% | -3 | 4%
COc1cc2c(C#N)c(N3CCCCC3)nc(N)c2c(N)n1 | -25% | -2 | -25% | -7% | 2% | 17 | -49%
Cc1ccc(C)c(N2CCN(C(=O)Cn3ncc4c([nH]c5ccc(C)cc54)c3=O)CC2)c1 | -4% | -5 | -28% | 10% | 2% | 7 | -9%
COCc1cc(C)nc(OCC(=O)N/N=C/c2ccc(C)cc2)c1C#N | 2% | 20 | -24% | 5% | 6% | 3 | ?
COc1cc(C(=O)Nc2nc(-c3cc(C)ccc3C)c(C)s2)ccc1OCC(=O)Nc1ccc(F)cc1 | -19% | -19 | ? | 3% | -7% | -9 | ?
CSc1nsc(SC)c1C(=O)O | -18% | -15 | 1% | -8% | -3% | 2 | 25%
COc1ccccc1NC(=O)CN(Cc1ccco1)C(=O)c1ccc(Cl)nc1 | 3% | 32 | -1% | 1% | -4% | -2 | 114%[activator]
Nc1[nH]nc2ncc3cc4ccccc4nc3c12 | 1% | 26 | -10% | 9% | -8% | 3 | ?
CN(C1=C(N2CCOCC2)C(=O)c2ccccc2C1=O)c1ccccc1 | -4% | -6 | -2% | -11% | -15% | -4 | ?
O=S(=O)(/N=C/c1c(O)ccc2ccccc12)c1cccs1 | -20% | -3 | 0% | 1% | . | 6 | .
O=C1CCC(=O)N1c1ccc(NCCc2cccc(F)c2)c([N+](=O)[O-])c1 | -6% | 9 | ? | 5% | 3% | 19 | 1%
O=C(Cn1c(=S)[nH]c2ccccc2c1=O)N1CCC2(CC1)OCCO2 | -2% | 13 | 40%[activator] | -2% | -9% | -3 | 9%
Cc1ccc2c(c1)N(CC(=O)N1CCCCC1C)C(=O)CO2 (stereo not drawn) | -6% | -7 | 77%[activator] | -2% | 0% | -5 | 4%
CC1(C)CC(=O)C2=C(C1)N(c1cccc(O)c1)C1=C(C2)C(=O)CC(C)(C)C1 | -44% | -18 | ? | -7% | -6% | 11 | ?
CC(C)C(=O)N1CCC(n2nccc2NC(=O)CCc2ccccc2)CC1 | 0% | -3 | ? | 2% | -22% | -3 | -6%
COc1ccccc1NC(=O)COC(=O)COc1cccc2c1OC(C)(C)C2 | -10% | . | 12% | . | -3% | . | -13%
Cc1cc(C(=O)NNC(=O)CCC2CCCCC2)c(C)o1 | -10% | -2 | -38%[1.15 µM] | 3% | 1% | -7 | 6%
CCc1sc(C(=O)N2CCc3ccccc32)cc1C | -10% | 102* | 122%[activator] | 25µM* | -10% | 66* | 216%[activator]
CSCCC(NC(=O)c1ccccc1Cl)C(=O)N1CCN(C(c2ccccc2)c2ccccc2)CC1 (stereo not drawn) | 49%[activator] | -8 | -105% | 2% | -5% | 11 | 0%
COCCN1Cc2cccc(C(=O)Nc3cccc(-c4nc5ccccc5[nH]4)c3)c2C1=O | 103%[activator] | 105 | ? | 3% | 2% | 48* | 1.9µM*
COC(=O)CSc1ccc(S(=O)(=O)N2CCCCCC2)cc1[N+](=O)[O-] | -1% | -6 | -18% | -3% | -1% | 7 | 0%
O=C(COc1ccccc1)Nc1nnc(-c2ccc(Cl)cc2)o1 | -38% | 2 | 1% | -3% | -5% | -2 | 119%[activator]
COc1cccc(OC)c1C(=O)Nc1ccc(S(=O)(=O)Nc2ncccn2)cc1 | -9% | 5 | 240%[activator] | 0% | -1% | -2 | -1%
Clc1ccccc1CSc1nncn1-c1cccnc1 | -15% | 14 | 10% | 2% | . | -1 | -7%
CNc1nc2c(C)cccn2c(=O)c1C=NCc1ccccc1 | -8% | -14 | 12% | 4% | -11% | -2 | .
Cn1cnc2cc(NCc3ccc(Cl)cc3)ccc21 | -5% | 60* | ? | 0% | -3% | 45* | 77%[activator]
Cc1nn(-c2ccccc2)c(NC(=O)c2cccs2)c(-c2ccccc2Cl)c1=O | 0% | 18 | 4% | 0% | 3% | -2 | 40%[activator]
C#CCOCCOCCOCCNc1nc(N2CCN(C(=O)[C@H]([C@@H](C)CC)n3cc([C@@H](N)CO)nn3)CC2)nc(N2CCN(C(=O)[C@H](Cc3ccc(O)cc3)n3cc([C@@H](N)CC(C)C)nn3)CC2)n1 | 192%[activator] | 2 | 0% | -2% | -2% | -1 | ?
CNc1ccc2nc3ccccc3[n+](C)c2c1 | -45% | 67* | 0.17µM* | -18% | ? | 35* | 0.17µM*
CCOC(=O)N1CCN(C(=O)c2cc(OCC)c(OCC)c(OCC)c2)CC1 | 37% | 14 | 32%[activator] | -2% | 2% | -3 | 3%
COc1ccc(C(=O)N(C)C2CCN(C)CC2)cc1S(=O)(=O)Nc1cc(Cl)ccc1Cl | -12% | 23 | -2% | -2% | 0% | -1 | -12%
CCCc1cc(C(=O)Nc2sc(C(C)=O)c(C)c2C(=O)OCC)no1 | -4% | 4 | 77%[activator] | 3% | -5% | -3 | -14%
COc1ccc(N2C(=O)C3C4C=CC(C4)C3C2=O)nn1 (stereo not drawn) | -7% | -2 | 106%[activator] | -11% | 4% | 2 | 2%
CCc1cc2c(=O)c(-c3nc4ccccc4n3C)c(C(C)C)oc2c(CN2CCN(C)CC2)c1O | 126%[activator] | -5 | ? | 1% | -4% | -1 | ?
CCOC(=O)c1c(C)[n+](-c2ccc(C)cc2)c(CC)c2cc(OC)c(OC)cc12 | 13% | -5 | 0.74µM* | 0% | -7% | -8 | 0.83µM*
CN(C)c1ncnc2sc(-c3ccccc3)cc12 | 79%[activator] | 40 | 39%[activator] | 3% | 0% | 16* | 134%[activator]
O=C1CCCC(=O)N1c1ccc(N2CCN(c3ccc([N+](=O)[O-])cc3)CC2)c([N+](=O)[O-])c1 | -14% | -11 | 91%[activator] | 1% | . | -3 | -4%
Nc1cc(C(F)(F)F)ccc1N1CCOCC1 | -6% | -6 | -8% | -1% | -13% | 1 | 0%
COc1nccnc1NS(=O)(=O)c1ccc(N=Cc2c(C)[nH]n(-c3ccc(Cl)cc3)c2=O)cc1 | -31% | -8 | ? | ? | . | 1 | 12%
COc1cc(C(=O)OC(C)c2ccc(F)cc2)ccc1OCC(=O)N1CCOCC1 (stereo not drawn) | 148%[activator] | . | ? | . | 2% | . | ?
O=C(CCNS(=O)(=O)c1ccccc1C(F)(F)F)N1CCN(S(=O)(=O)c2cccc(F)c2)CC1 | 10% | . | -13% | . | -2% | . | ?
CN1CCN(c2ccc(NC(=O)c3ccco3)cc2Cl)CC1 | -24% | 55 | -6% | -3% | -8% | 47* | 10%
Cc1ccc(C)c(NC(=S)NC(NC(=O)N(C)C)C(Cl)(Cl)Cl)c1 (stereo not drawn) | -34% | -11 | ? | -13% | 2% | -2 | ?
CS(=O)(=O)c1ccc(C(=O)NCCN2C(=O)S/C(=C\c3cccnc3)C2=O)cc1[N+](=O)[O-] | -19% | 8 | ? | 0% | -4% | 31* | 5.2µM*
COc1ccc(-n2c(O)c(C=NCC(c3ccco3)N3CCCC3)c3ccccc3c2=O)cc1OC (stereo not drawn) | 230%[activator] | 7 | 10µM* | -3% | -7% | 11 | 9.3µM*
CCCN(CC(=O)Nc1ccccc1C)C(=O)C1CCN(c2ncnc3sc(C)c(C)c23)CC1 | 168%[activator] | . | 7.4µM* | . | -11% | . | ?
C=CCN(c1ccc(C(=O)NCCCn2ccnc2)cc1)S(C)(=O)=O | 2% | -9 | 9.3µM* | -3% | 3% | -1 | 6%
CCc1cc2c(=O)c(-c3cscn3)coc2c(CN(C)C)c1O | -53% | -5 | ? | -1% | -4% | -3 | 12µM*
Cc1cccc(-n2c(SC(C)C(=O)O)nc3sc4c(c3c2=O)CCCC4)c1 (stereo not drawn) | -16% | -10 | 37%[activator] | 5% | 1% | -2 | -6%
c1ccc(OCCCCN2CCCCC2)cc1 | -20% | -2 | 27% | -1% | -12% | -2 | -1%
C/C(CCC(C)C)=N\NC(=O)COc1ccccc1-c1ccccc1 | -24% | -1 | -14% | 4% | -1% | -2 | 7%
